ELG1 genotox – genotoxicity induction in ELG1-luciferase HEK293T cells. HEK293T ELG1-luciferase reporter, luminescence, 16 h. AID 504466. 330,000 tested, 1.3% active. Potency, µM (top dose mostly 46 µM), without a hit: at the highest dose activity change, positive = activation, actives largely listed as activators; further: potency means the concentration at half of the fitted maximal effect; % of control where 0% means no effect; nearly all actives have a fitted effect of over 60% in size
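Luminescence read-out: rising ELG1-luciferase signal, reflecting elevated ELG1 protein under genetic stress, flags genotoxic compounds. Cells were treated for 16 hr at 37 °C before ONE-Glo detection.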
uPA generation – inhibitors of cell surface uPA generation | cell surface uPA generation assay, qHTS | 330,000 tested, 0.31% active | Potency, µM (highest dose often 38.3 µM), for inactives: at the top dose activity change, negative = inhibition, usual class: inhibitors; active means well fitted inhibition curve with a large enough effect; inconclusive means small, poorly fitted or top-dose-only effect; inactive means no such curve, though single readings can be large or run the other way; tested in mouse RAW 264.7 cells; further: potency means the concentration at half of the fitted maximal effect; on the % scale 0 is the no-effect control and ±100 the full control effect; nearly all actives have a fitted effect of over 55% in size
ASM inhibitor – human S-ASM enzyme inhibition. P17405. placental ASM, HMU-PC fluorogenic substrate, 60 min. Potency, µM (top dose mostly 57.5 µM), for inactives: top-dose activity change, negative = inhibition, actives largely listed as inhibitors. 340,000 tested, 0.006% active; further: potency means the concentration at half of the fitted maximal effect
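Fluorogenic HMU-PC substrate (9 uM final) is turned over by placental ASM in 60 min at 37 C after a 10 min compound preincubation. Reaction ended by alkaline stop (pH 10), with fluorescence read at 386/447 nm.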
PTAP TSG101 blk – blocks PTAP/TSG101 interaction to inhibit HIV-1 budding; 340,000 tested, under 10 active; Potency, µM (highest dose often 115 µM), for the others: top-dose activity change, negative = inhibition, most hits filed as inhibitors; Fluorescence polarization, FITC-PTAP peptide / Tsg101 binding; active means well fitted inhibition curve with a large enough effect in the main read-out, with a control signal flat, not every such curve was filed as active; inconclusive means small, poorly fitted or top-dose-only effect, or effect the other way, or a change in a side signal; inactive means no such curve, though single readings can be large or run the other way; further: potency means the concentration at half of the fitted maximal effect; % of control where 0% means no effect
Target sequence (Q99816 whole entry, looked up): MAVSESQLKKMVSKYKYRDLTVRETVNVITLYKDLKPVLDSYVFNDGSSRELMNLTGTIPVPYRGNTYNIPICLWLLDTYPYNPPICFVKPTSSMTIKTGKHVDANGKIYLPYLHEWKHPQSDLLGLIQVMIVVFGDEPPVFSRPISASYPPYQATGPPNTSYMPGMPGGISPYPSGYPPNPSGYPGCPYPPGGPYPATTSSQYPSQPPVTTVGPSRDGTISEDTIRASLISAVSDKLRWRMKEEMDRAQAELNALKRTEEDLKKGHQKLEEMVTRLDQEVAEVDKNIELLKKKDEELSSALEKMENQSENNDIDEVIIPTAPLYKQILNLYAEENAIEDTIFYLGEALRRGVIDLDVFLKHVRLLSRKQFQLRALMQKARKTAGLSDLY
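Fluorescence polarization binding of Tsg101 binding domain (10 uM final) to FITC-labeled PTAP peptide (50 nM final) in HEPES pH 7.5 buffer with NaCl, Tween 20, EDTA, TCEP. Compounds added before peptide; binding 20 min at RT.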
p53 reactivation – mutant p53 re-activation in reporter cells; H1299 p53-A138V BP100-luciferase reporter, luminescence, 24 h; Potency, µM (highest dose often 92.2 µM), for inactives: at the top dose activity change, positive = activation, usual class: activators; 320,000 tested, 0.063% active; further: potency means the concentration at half of the fitted maximal effect; % of control where 0% means no effect; nearly all actives have a fitted effect of over 45% in size
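H1299 (p53-null), stable ts p53-A138V + BP100-Luc; 1000 cells/well, Opti-MEM/10% FBS; cpd 4 pt, 1:5; 24 h, 37 deg C, 5% CO2; detection reagent 10 min RT; luminescence.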
Eya2 phos inh – blocks the phosphatase activity of human Eya2 | O00167 | recombinant Eya2, OMFP fluorescence dephosphorylation (OMFP is methylfluorescein phosphate) | Potency, µM (doses to about 76.9 µM), without a hit: at the top dose activity, negative = inhibition, actives largely listed as inhibitors | 330,000 tested, 0.006% active | AID 488837; further: potency means the concentration at half of the fitted maximal effect; on the % scale 0 is the no-effect control and ±100 the full control effect
Target sequence (O00167 whole entry, looked up): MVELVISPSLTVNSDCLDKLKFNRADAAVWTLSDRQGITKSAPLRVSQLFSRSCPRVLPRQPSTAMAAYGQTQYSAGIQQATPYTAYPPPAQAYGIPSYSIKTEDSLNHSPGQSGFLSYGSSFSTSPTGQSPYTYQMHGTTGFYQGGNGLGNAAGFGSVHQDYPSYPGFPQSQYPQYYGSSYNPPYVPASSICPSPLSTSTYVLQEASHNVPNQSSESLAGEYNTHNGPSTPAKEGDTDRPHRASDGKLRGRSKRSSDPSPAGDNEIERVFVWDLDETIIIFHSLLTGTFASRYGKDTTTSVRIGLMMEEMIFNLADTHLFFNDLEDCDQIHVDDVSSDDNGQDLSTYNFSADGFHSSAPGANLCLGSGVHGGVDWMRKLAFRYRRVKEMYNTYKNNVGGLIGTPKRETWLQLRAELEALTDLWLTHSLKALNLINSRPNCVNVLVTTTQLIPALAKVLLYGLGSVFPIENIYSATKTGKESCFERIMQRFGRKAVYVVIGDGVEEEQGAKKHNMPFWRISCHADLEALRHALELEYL
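Eya2 protein (added as 0.2 uM solution) was preincubated with compound for 10 min at ambient temperature in 50 mM HEPES pH 7.5, 50 mM NaCl, 5 uM MgCl2, 0.05% BSA, 1 mM DTT. OMFP (added at 50 uM) then reacted 10 min; fluorescence read at 485/525 nm.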
BRCA1 expr up – increases BRCA1 expression; MCF7-BRCA1-FFLuc reporter, luminescence, 48 h; response scale: scaled: vehicle 0%, 10 µM genistein 100%; 380,000 tested, 1.1% active; AID 624202; Potency, µM (series often up to 46.1 µM), inactives show at the top dose activation, most hits filed as activators; further: potency means the concentration at half of the fitted maximal effect; nearly all actives have a fitted effect of over 80% in size; some results filed as inactive show a strong effect at the top dose
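Luminescence from a BRCA1-driven firefly luciferase in MCF7 cells was read after 48 h compound exposure at 37 C. Data normalized against DMSO and a 10microM genistein activation control, then curve-fitted across the titration.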
Integrin act MD – integrin-mediated muscular dystrophy alleviation activation; alpha7betagal myoblasts, beta-gal FDG fluorescence, 48 h; Potency, µM (doses to about 38.3 µM), inactives show top-dose activation, actives largely listed as activators; 350,000 tested, 0.064% active;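 further: potency means the concentration at half of the fitted maximal effect; 100% = response of the positive control SU9516; nearly all actives have a fitted effect of over 60% in size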
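alpha7betagal+/- myoblasts (passage 13, 250/well) treated 48 h at 37C with compounds at 1:260 dilution of DMSO stock. Lysed, then beta-galactosidase activity read as FDG fluorescence (ex 480/em 540) after 30 min, with pre-read for autofluorescence.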
B2AR arrestin – agonists driving beta-arrestin recruitment to human beta2-adrenergic receptor | P07550 | beta-arrestin recruitment to beta2AR, cell-based reporter | Potency, µM (doses to about 46.1 µM), for inactives: at the top dose activation, most hits filed as activators | 330,000 tested, 0.02% active;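 further: potency means the concentration at half of the fitted maximal effect; 0% = DMSO controls and full agonism = EC100 isoproterenol or metaproterenol; nearly all actives have a fitted effect of over 65% in size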
USP2a inh – blocks human ubiquitin-specific protease USP2a; USP2 core, Ub-CHOP2 coupled fluorogenic reporter, 485/531; Potency, µM (doses to about 38.3 µM), for the others: at the highest dose activity change, negative = inhibition, most hits filed as inhibitors; 330,000 tested, 0.01% active;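 further: potency means the concentration at half of the fitted maximal effect; plate controls were DMSO wells for no effect and full inhibition by NEM control for full effect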
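Cell-free coupled assay: 10nM USP2 core preincubated 30min RT with compound in Tris-HCl pH 8.0/CaCl2/CHAPS buffer, then 25nM Ub-CHOP2 and 25nM reporter substrate; fluorescence (Ex 485/Em 531) read after 60min RT, normalized to NEM inhibition, concentration-response curves fitted.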
TRPV1 agonist – activates the human vanilloid receptor TRPV1 | Q8NER1 | TRPV1-expressing cells, Fluo-8 calcium influx, agonist mode | activation, % at 8.33 µM | 320,000 tested, 0.19% active | AID 540275; in the data active means activation above about 80%; inconclusive means between about 30% and that limit; further: 0% is about no effect
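Fluo-8 calcium influx in TRPV1-expressing cells, kinetic read (ex 480/em 520 nm). Compound added and read 3 min for agonist activity, followed by capsaicin at EC20 final and 2 min further read for enhancement.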
* hit, by the source's call; i = inactive; ? = inconclusive; · = no result given; [ ] = remark or other dose. Unless noted, the call rests on the fitted dose curve; in most records, active means well fitted curve in the direction sought with a large enough effect; inconclusive means small, poorly fitted or top-dose-only effect, or another doubt; inactive means no such curve, though single readings can be large; an effect the other way counts as inactive or inconclusive. Compounds were not picked by outcome. Share with any hit: about 2.6%.

SMILES	ELG1 genotox	uPA generation	ASM inhibitor	PTAP TSG101 blk	p53 reactivation	Eya2 phos inh	BRCA1 expr up	Integrin act MD	B2AR arrestin	USP2a inh	TRPV1 agonist
O=C(CN(Cc1ccco1)C(=O)c1cccc(Cl)c1)Nc1c(Cl)cc(Cl)cc1Cl	-10%	0%	-3%	-3%	-1%	8%	-27%	18%	-0.3%	1%	0
CC(=O)NC(=S)Nc1ccc(NC(=O)COc2ccc(Cl)cc2Cl)cc1	-1%	0%	-8%	-2%	2%	2%	4%	25%	0.8%	-1%	0
COc1ccc(N2CCOCC2)c(NC(=O)c2ccc3c(c2)OCO3)c1	6%	-5%	4%	-3%	-7%	-5%	-9%	-12%	0.1%	-1%	12
CCCNC(=O)C(Cc1ccc(OC)cc1)NC(=O)c1ccc(Cl)cc1 (centres undefined)	0%	3%	0%	-2%	6%	5%	9%	-5%	-0.1%	1%	19
Cn1nnnc1Sc1ncnc2scc(-c3ccc(C#N)cc3)c12	-7%	?	2%	·	-42%[inhibitor]	-10%	-66%	·	0.2%	1%	-1
Cc1ccc(N2CC(C(=O)N3CCC(C(=O)NCCCOC(C)C)CC3)CC2=O)cc1 (centres undefined)	6%	-1%	4%	-1%	-1%	7%	-5%	16%	-0.3%	2%	0
CCOC(=O)c1ccc(S(=O)(=O)NNc2ccc(C(F)(F)F)cn2)cc1	-3%	9%	?	1%	1%	6%	-40%	10%	-0.8%	1%	·
CS(=O)(=O)N(Cc1ccccc1Cl)c1ccc(C(=O)NCc2ccccn2)cc1	-1%	1%	-4%	-1%	-4%	0%	-23%	14%	0.0%	1%	0
NC(=O)CSc1nnc(NC(=O)c2cccc(S(=O)(=O)N3CCCCC3)c2)s1	0%	-6%	-4%	0%	1%	3%	0%	-10%	-0.2%	1%	2
Cc1cccc(OC(=O)c2sc3ncn(C)c(=O)c3c2C)c1	?	-2%	-13%	-1%	22%	12%	?	18%	0.0%	-1%	2
Cc1cc(C)nc(/N=C(\N)Nc2ccc(OCc3ccccc3)cc2)n1	-4%	-12%	-7%	-4%	1%	-13%	-67%	-63%[inhibitor]	0.1%	0%	30
C=CCC(Nc1ccccc1)c1ccc(OC)c(OC)c1 (centres undefined)	0%	·	·	·	-4%	0%	·	·	5.0%	0%	-1
Cc1ccc(-n2c(CCc3ccccc3)n[nH]c2=S)cc1C	-3%	-1%	0%	-2%	·	-4%	-13%	2%	-0.4%	0%	6
Cc1cc2c(c(/C=C/C(=O)c3ccccc3)c1)OC1(C=C2)Oc2ccccc2C(=O)N1C (centres undefined)	-12%	-6%	-2%	1%	0%	5%	-80%	0%	-0.3%	3%	7
Cc1cccc2cc(/C=N/NC(=O)CN3CCCCC3)c(Cl)nc12	-21%	·	·	·	-2%	-25%	·	·	-0.3%	10%	?
Cc1ccccc1C(=O)NNC(=O)C1CCN(c2ncccn2)CC1	0%	2%	2%	-4%	-1%	6%	48%	15%	-0.5%	0%	0
O=C(CN1C(=O)COc2ccc(S(=O)(=O)N3CCCCC3)cc21)NCc1ccc(Cl)cc1	0%[9.26 µM]	4%	-9%	-4%	-5%	4%	4%	-4%	-0.4%	-4%	2
Cc1ccc(NC(=O)CSCC(N)=O)cc1C	3%	6%	4%	-2%	-3%	7%	2%	-21%	-0.5%	0%	4
O=C(CSc1nnc(-c2ccccn2)n1Cc1ccccc1)N1CCOCC1	1%	1%	0%	-4%	9%	10%	4%	36%	0.2%	2%	?
CSc1nsc(SC)c1NC(=O)N1CCCC1	1%	·	-1%	3%	0%	?	3%	0%	-1.5%	0%	0
CCOC(=O)C1(Cc2ccccc2Cl)CCN(C(=O)c2cnccn2)CC1	?	2%	-3%	-11%	8%	-4%	?	11%	-0.5%	9%	9
COc1nnc(-c2ccc(N3CCOCC3)c(NC(=O)C3CCCCC3)c2)c2ccccc12	2%	2%	3%	-8%	6%	1%	-5%	-14%	0.1%	0%	-7
CN(C)CCNc1nc2sc3c(c2c(=O)n1-c1ccccc1)CCCCC3	-2%	-2%	0%	-4%	-1%	4%	-28%	-60%[inhibitor]	0.3%	0%	17
O=C(Cc1ccc(S(=O)(=O)N2CCOCC2)s1)NCCC(c1ccccc1)c1ccccc1	-3%	-7%	-3%	2%	-3%	-6%	-53%	-14%	-0.2%	?	0
CCc1nnc2n1N=C(c1ccc(Cl)cc1)CS2	4%	-25%	0%	-2%	-9%	-9%	-10%	14%	0.2%	-7%	13
O=c1[nH]c2ccc(S(=O)(=O)Nc3ccc(Cl)cc3)cc2[nH]1	-2%	10%	-3%	0%	0%	-8%	-14%	-13%	-0.5%	1%	-1
Cc1onc(-c2c(F)cccc2Cl)c1C(=O)Nc1nnc(C2CC2)s1	-7%	1%	-1%	-2%	-9%	-4%	-13%	-3%	-0.1%	5%	-3
Cc1ccc(C(=O)N/C(=C/c2cn(-c3ccccc3)nc2-c2ccccc2)C(=O)O)cc1	4%	-15%	-6%	-3%	6%	-2%	6%	25%	-0.1%	-2%	-6
CN1CCN(CCCNC(=O)Cn2nc(-c3ccccc3)ccc2=O)CC1	0%	8%	1%	-5%	0%	12%	4%	27%	-0.2%	0%	0
Cc1cc(=O)oc2cc(OC(=O)CCCCCN3C(=O)c4ccccc4C3=O)ccc12	1%	-2%	i	-1%	11%	-7%	9%	12%	-1.8%	1%	22
CC(=O)N1CCN(c2ccc(S(=O)(=O)N3CCCCC3)cn2)CC1	-2%	-4%	3%	-3%	-7%	3%	9%	13%	-0.5%	-1%	1
O=C(/C=C/c1ccc(S(=O)(=O)N2CCOCC2)cc1)NC(CO)C(O)c1ccc([N+](=O)[O-])cc1 (centres undefined)	2%	1%	0%	-6%	-7%	-4%	-2%	-2%	-0.1%	1%	·
O=C(NNC(=O)c1ccccc1O)c1ccc(NS(=O)(=O)c2ccc(F)cc2)cc1	-1%	-6%	1%	-1%	9%	6%	-36%	-16%	-0.6%	0%	6
O=C(CCN1C(=O)c2ccccc2C1=O)N1CCN(Cc2ccccc2)CC1	0%	-7%	-3%	-5%	24%	-4%	16%	16%	0.2%	-1%	6
c1ccc(-c2csc(NC3=NCCCCC3)n2)cc1	?	-3%	-2%	-3%	?	-21%	-11%	2%	-1.0%	4%	25
O=C(COC(=O)c1ccc2ccccc2n1)Nc1ccccc1Br	0%	-3%	-3%	3%	5%	6%	-7%	1%	-0.4%	4%	·
CCC(Oc1ccccc1OC)C(=O)Nc1ccc2c(c1)n(C)c(=O)n2C (centres undefined)	15%	-4%	-1%	-1%	·	-5%	-46%	41%	0.5%	-1%	4
CCCCN(C1CCS(=O)(=O)C1)S(=O)(=O)c1ccc(C(C)C)cc1 (centres undefined)	0%	-5%	0%	0%	5%	-7%	-27%	-2%	-0.1%	-1%	0
COc1ccc(C2(C(=O)Nc3ccc(C(=O)N4CCOCC4)cc3)CCOCC2)cc1	-4%	3%	4%	-4%	-1%	13%	-3%	-22%	0.0%	6%	1
O=C(CSC1=N/C(=C/c2ccco2)C(=O)N1c1ccc(OC(F)F)cc1)NC1CCS(=O)(=O)C1 (centres undefined)	-9%	-5%	10%	-2%	1%	17%	20%	5%	-0.7%	-2%	0
CCOc1ccc(S(=O)(=O)N2CCN(C(=O)c3cc4c(s3)CCCC4)CC2)cc1	-4%	-15%	-5%	-1%	1%	-12%	-92%[inhibitor]	-23%	-0.4%	3%	-3
O=C(O)CC1c2ccccc2CCN1S(=O)(=O)c1ccccc1 (centres undefined)	·	1%	-1%	1%	·	·	-1%	32%	·	·	·
CCC(C)NS(=O)(=O)c1ccc(S(=O)(=O)Nc2cc3c(cc2C(C)=O)OCO3)cc1 (centres undefined)	-5%	1%	-2%	-7%	-4%	13%	-2%	12%	0.3%	-1%	4
COC(=O)CSc1nnc(-c2ccc(S(=O)(=O)NCc3cccs3)cc2)o1	4%	6%	2%	0%	-8%	-11%[15.4 µM]	-2%	0%	-0.3%	4%	-2
NS(=O)(=O)c1cccc(NC(=O)COC(=O)CCN2C(=O)c3ccccc3C2=O)c1	-3%	-23%	5%	-3%	3%	-4%	-6%	0%	-0.1%	2%	0
COc1ccc(Cn2nnnc2C(c2ccccc2)N2CCN(C3CCCC3)CC2)cc1 (centres undefined)	-6%	-2%	3%	-2%	-6%	1%	-20%	-26%	5.9%	1%	1

From PubChem
